TRb-SRC2 inh – TRbeta-SRC2 interaction inhibition; P10828; TRbeta-SRC2 peptide binding, fluorescence polarization; receptor liganded with 1 µM T3; Potency, µM (doses to about 106 µM), inactives show top-dose activity change, negative = inhibition, most hits filed as inhibitors; hit rate 0.065% among 280,000;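 also: plate controls were bound peptide for no effect and peptide without receptor for full effect; nearly all actives have a fitted effect of over 50% in size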
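Decrease in fluorescence polarization of 20 nM Texas Red SRC2 coactivator peptide flagged inhibition of its binding to 0.6 uM TRb LBD; 1 uM T3 included, incubation 5 hr, ex 555/em 632 nm.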
TR SRC2 fluor cs – Texas Red fluorescence interference in TRb-SRC2 counter-screen. hit rate 0.29% among 280,000. AID 1479. Potency, µM (highest dose often 106 µM), without a hit: at the top dose fluorescence change, negative = quenching. TRb/SRC2 Texas Red total fluorescence interference; active = well fitted curve in either direction with a large enough effect; inconclusive = small, poorly fitted or top-dose-only effect
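Human TRb ligand-binding domain at 0.6 uM with 20 nM Texas Red SRC2 peptide in Tris buffer containing 1 uM T3 and 5% DMSO, incubated with compound 5 h at ambient temperature. Total fluorescence (555/632 nm) calculated as parallel + 2 × perpendicular.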
aGal spleen mod – alpha-galactosidase A (human) modulation | human spleen homogenate, 4MU-alpha-Gal fluorescence, 40 min | Potency, µM (series often up to 80 µM), for the others: top-dose activity change, negative = inhibition, hits mostly inhibitors | hit rate 0.008% among 240,000;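 also: 0% = enzyme with vehicle and -100% = no enzyme basal signal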
Target sequence (P06280 32-429 limits assumed): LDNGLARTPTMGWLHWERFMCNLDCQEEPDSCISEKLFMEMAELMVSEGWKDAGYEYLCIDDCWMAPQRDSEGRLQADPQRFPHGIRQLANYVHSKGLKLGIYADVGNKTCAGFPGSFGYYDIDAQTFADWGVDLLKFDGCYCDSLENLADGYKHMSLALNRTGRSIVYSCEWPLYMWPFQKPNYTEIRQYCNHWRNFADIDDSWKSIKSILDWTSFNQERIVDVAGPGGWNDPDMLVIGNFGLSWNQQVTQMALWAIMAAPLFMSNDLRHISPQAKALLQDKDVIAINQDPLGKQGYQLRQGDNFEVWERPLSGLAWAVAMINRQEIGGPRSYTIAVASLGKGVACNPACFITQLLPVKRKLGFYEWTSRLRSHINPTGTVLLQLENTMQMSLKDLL
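Human spleen homogenate (1 ug) was the enzyme source, with 4-methylumbelliferyl-alpha-D-galactopyranoside (1 mM final) in pH 5.0 citrate buffer with 0.01% Tween-20. Compounds were titrated; after 40 min at 37C, NaOH/glycine stop, 4-MU fluorescence read; AC50 from Hill fits.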
Tau fluor counter – counter-screen for tau fibril formation inhibitors; hit rate 0.93% among 280,000; Potency, µM (doses to about 57.7 µM), inactives show top-dose activity change, negative = decrease; AID 1463; tau K18 P301L Alexa594 fluorescence, heparin fibrillization; also: nearly all actives have a fitted effect of over 55% in size
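Human tau K18 P301L (15 uM unlabeled, 0.24 uM Alexa 594-labeled) in 100 mM sodium acetate pH 7 with 20 uM heparin, 6 hr at 37 C. ThT 30 uM added, 1 hr ambient; Alexa 594 FP and total fluorescence read at 555/632 nm.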
L3MBTL1 inh – blocks human L3MBTL1. AlphaScreen L3MBTL1–H3K9me1 peptide binding. hit rate 0.66% among 230,000. Potency, µM (top dose mostly 57.1 µM), inactives show at the top dose activity, negative = inhibition, most hits filed as inhibitors. Q9Y468. AID 485360; also: nearly all actives have a fitted effect of over 60% in size
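Read-out is AlphaScreen signal from streptavidin donor and nickel chelate acceptor beads (10 ug/mL final each) bridging L3MBTL1 (50 nM) and biotinylated K9-monomethylated H3(1-15) peptide (75 nM), after 30 min compound exposure at room temperature.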
ALDH1A1 block – blocks purified human ALDH1A1 activity; Potency, µM (highest dose often 75.3 µM), without a hit: at the top dose activity, negative = inhibition, most hits filed as inhibitors; P00352; Purified ALDH1A1, NADH fluorescence, propionaldehyde substrate; AID 1030; hit rate 7.3% among 220,000; active = well fitted inhibition curve with a large enough effect, not every such curve was filed as active; inconclusive = small, poorly fitted or top-dose-only effect, or another doubt; inactive = no such curve, though single readings can be large or run the other way;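 also: plate controls were no enzyme wells and a reference inhibitor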
Target sequence (P00352 whole entry, looked up): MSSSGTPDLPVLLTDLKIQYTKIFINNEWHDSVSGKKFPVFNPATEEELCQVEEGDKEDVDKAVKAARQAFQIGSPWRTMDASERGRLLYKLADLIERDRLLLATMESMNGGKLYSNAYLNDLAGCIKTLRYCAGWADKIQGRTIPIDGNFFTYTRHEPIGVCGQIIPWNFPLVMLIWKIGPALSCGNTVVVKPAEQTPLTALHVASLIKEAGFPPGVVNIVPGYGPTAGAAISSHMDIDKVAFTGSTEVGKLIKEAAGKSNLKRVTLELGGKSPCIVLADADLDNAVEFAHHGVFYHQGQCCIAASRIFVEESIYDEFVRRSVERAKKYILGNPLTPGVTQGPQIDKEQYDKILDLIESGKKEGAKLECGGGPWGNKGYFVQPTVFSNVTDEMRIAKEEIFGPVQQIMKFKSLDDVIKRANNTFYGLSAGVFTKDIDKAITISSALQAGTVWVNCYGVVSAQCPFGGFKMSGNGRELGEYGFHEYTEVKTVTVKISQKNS
Tau fibril FP – tau fibrillization inhibition (FP). P10636. K18 P301L tau heparin fibrillization, Alexa594 FP, 6 h. Potency, µM (series often up to 57.7 µM), for inactives: at the top dose activity, negative = inhibition, usual class: inhibitors. hit rate 0.39% among 280,000. AID 1468; also: nearly all actives have a fitted effect of over 55% in size
Target sequence (P10636 561-689 P618L limits assumed): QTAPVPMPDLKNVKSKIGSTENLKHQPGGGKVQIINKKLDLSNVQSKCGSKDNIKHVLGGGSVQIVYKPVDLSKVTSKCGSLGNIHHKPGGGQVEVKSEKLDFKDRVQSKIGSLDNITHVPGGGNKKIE
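K18 P301L tau (15 uM unlabeled/0.24 uM Alexa 594-labeled, final) + compound + heparin 20 uM final; 100 mM NaOAc pH 7; 6 hr 37 C; ThT 30 uM final added, 1 hr RT; FP ex 555/em 632 nm.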
Tau ThT inhib – blocks human tau fibril formation measured by thioflavin T | P10636 | recombinant tau K18 P301L (four-repeat tau fragment), heparin-induced fibrillization, ThT fluorescence | Potency, µM (series often up to 57.4 µM), for inactives: at the highest dose activity, negative = inhibition, actives largely listed as inhibitors | hit rate 2.1% among 270,000 | AID 1460; also: nearly all actives have a fitted effect of over 55% in size
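Heparin-induced fibrillization of the P301L-mutant K18 repeat-domain fragment of human tau was followed by ThT binding in quantitative high-throughput format.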
Starred values were filed as active, the others as inactive; ? = inconclusive; / = no result given; & = joins results of further samples; [ ] = dose if it differs, or a comment. Unless noted, calls follow the shape of the dose curve; as a rule, active = well fitted curve in the direction sought with a large enough effect; inconclusive = small, poorly fitted or top-dose-only effect, or another doubt; inactive = no such curve, though single readings can be large; an effect the other way counts as inactive or inconclusive. Unless noted, % is scaled to controls: 0 for no effect and ±100 for the full control effect; potency is read from the fitted curve at half-maximal effect.

#1 COc1ccc(OC)c(C2C(C(=O)Nc3cccnc3)=C(C)NC3=C2C(=O)CCC3)c1 (centres undefined)
#2 Cc1nn(C)cc1/C=N/NC(=S)Nc1ccc(Cl)cc1Cl
#3 COC(=O)c1ccc(CSc2nc3c([nH]c4ccccc43)c(=O)n2-c2cccc(Cl)c2)o1
#4 Cc1ccc(-c2nn(-c3ccccc3)cc2C(=O)O)o1
#5 CCOC(=O)c1cn(-c2ccccc2)nc1-c1ccncc1
#6 Cc1cc(NC(=O)CCN2C(=O)/C(=C\c3ccccc3Cl)SC2=S)no1

Compound | 1 | 2 | 3 | 4 | 5 | 6
TRb-SRC2 inh | -6% | -7% | 8% | -4% | -2% | 0%
TR SRC2 fluor cs | 0% | -7% | 2% | -1% | 1% | 2%
aGal spleen mod | -2% | 4% | / | -5% | -10% | 1%
Tau fluor counter | 4% | ? | -12% | -4% | -9% | -22%
L3MBTL1 inh | 6% | -12% | / | 2.8µM* | 1% | /
ALDH1A1 block | -5% | ? | / | ? | -10% | 6%
Tau fibril FP | 2% | 5% | -6% | -1% | -16% | 5%
Tau ThT inhib | -10% | ? | 2% | ? | -9% | -20%

Continued; the last four above are carried over.
#3 COC(=O)c1ccc(CSc2nc3c([nH]c4ccccc43)c(=O)n2-c2cccc(Cl)c2)o1
#4 Cc1ccc(-c2nn(-c3ccccc3)cc2C(=O)O)o1
#5 CCOC(=O)c1cn(-c2ccccc2)nc1-c1ccncc1
#6 Cc1cc(NC(=O)CCN2C(=O)/C(=C\c3ccccc3Cl)SC2=S)no1
#7 COc1ccc(/C(=C/c2ccc(OC(F)F)c(OC)c2)C(=O)O)cc1OC
#8 Cc1ccc(NS(=O)(=O)c2ccc(OCC(N)=O)cc2)cc1
#9 Cc1ccc(S(=O)(=O)N2CCN(Cc3nc4ccccc4n3C)CC2)cc1
#10 CCOC(=O)c1sc(=S)n(C)c1NC(=O)c1ccc(OC)cc1
#11 Cc1ccccc1NS(=O)(=O)c1cc(C(=O)N2CCCC2)ccc1C
#12 CCN(CC)S(=O)(=O)c1cc(C(=O)Nc2ccccc2[N+](=O)[O-])ccc1Cl

Compound | 3 | 4 | 5 | 6 | 7 | 8 | 9 | 10 | 11 | 12
TRb-SRC2 inh | 8% | -4% | -2% | 0% | -23% | 3% | 1% | 3% | -17% | 0%
TR SRC2 fluor cs | 2% | -1% | 1% | 2% | 2% | -1% | -3% | -2% | -2% | 0%
aGal spleen mod | / | -5% | -10% | 1% | 9% | -4% | -5% | -10% | 12% | -2%
Tau fluor counter | -12% | -4% | -9% | -22% | 5% | 5% | -4% | -20% | 2% | ?
L3MBTL1 inh | / | 2.8µM* | 1% | / | 7% | 2%[11.4 µM] | -6% | -9% | 2% | -21%
ALDH1A1 block | / | ? | -10% | 6% | 1% | -2% | ? | / | -2% | -11%
Tau fibril FP | -6% | -1% | -16% | 5% | 7% | -6% | -4% | ? | 5% | ?
Tau ThT inhib | 2% | ? | -9% | -20% | -5% | -3% | 1% | ? | -2% | -15%

#13 COc1ccc(CCNC(=O)c2ccc3nc(CCc4ccccc4)oc3c2)cc1OC
#14 O=c1[nH]cc(O)c(=O)[nH]1
#15 C[C@H](CCC(=O)NCCS(=O)(=O)O)C1CC[C@H]2C3CC[C@@H]4C[C@H](O)CC[C@]4(C)C3C[C@H](O)[C@]12C (some centres undefined)
#16 NC(N)=NS(=O)(=O)c1ccc(NC(=S)NC(=O)c2sc3ccccc3c2Cl)cc1
#17 Cc1ccccc1CSc1nnc(-c2cnccn2)n1C
#18 Cc1cc(-c2onc(C)c2C(=O)O)no1

Compound | 13 | 14 | 15 | 16 | 17 | 18
TRb-SRC2 inh | 5% | -2% | -6% | -4% | 0% | -4%
TR SRC2 fluor cs | -26% | -6% | 0% | 1% | -2% | -1%
aGal spleen mod | / | 4% | -5% | -1% | 3% | -6%
Tau fluor counter | -8% | 6% | -1% | -4% | -14% | -2%
L3MBTL1 inh | / | 4% | / | 4% | 4% | -2%
ALDH1A1 block | / | 3% | 3% | ? | / | 14%
Tau fibril FP | -2% | 1% | 2% | -5% | -10% | -2%
Tau ThT inhib | ? | 3% | -10% | ? | -13% | -14%

#19 CCOc1ccc2nc(N3CCCC(C(=O)NCC4CCCO4)C3)sc2c1 (centres undefined)
#20 O=C(Nc1cccnc1)C1OCCc2ccccc21 (centres undefined)
#21 c1ccc(-c2noc(CSc3nnc(Cc4cccs4)n3-c3ccccc3)n2)cc1
#22 CCC(C)NCCOc1ccc(Br)cc1 (centres undefined)
#23 Cc1ccc2nc(-c3ccc(NS(=O)(=O)c4ccc(F)cc4)cc3)sc2c1
#24 Cc1cc(C)cc(N2CCn3c2nc2c3c(=O)n(Cc3c(F)cccc3Cl)c(=O)n2C)c1

Compound | 19 | 20 | 21 | 22 | 23 | 24
TRb-SRC2 inh | 4% | 3% | 0% | 3% | -5% | 3%
TR SRC2 fluor cs | -2% | -3% | 0% | 0% | -3% | -24%
aGal spleen mod | -9% | 6% | 5% | 2% | ? | /
Tau fluor counter | -18% | -2% | 0% | -3% | ? | -1%
L3MBTL1 inh | -4% | 1% | 5% | / | -5% | /
ALDH1A1 block | / | 9% | ? | 3% | ? | /
Tau fibril FP | ? | 3% | 5% | 4% | ? | -7%
Tau ThT inhib | -18% | -6% | 4% | -2% | -8% | 3%

Reprinted at random: two records from the list
#20 O=C(Nc1cccnc1)C1OCCc2ccccc21 (centres undefined)
#24 Cc1cc(C)cc(N2CCn3c2nc2c3c(=O)n(Cc3c(F)cccc3Cl)c(=O)n2C)c1

Compound | 20 | 24
TRb-SRC2 inh | 3% | 3%
TR SRC2 fluor cs | -3% | -24%
aGal spleen mod | 6% | /
Tau fluor counter | -2% | -1%
L3MBTL1 inh | 1% | /
ALDH1A1 block | 9% | /
Tau fibril FP | 3% | -7%
Tau ThT inhib | -6% | 3%

Next structures.
#25 C=CCSc1nc2c(sc3nc(C)cc(C)c32)c(=O)[nH]1
#26 COc1ccc(OC)c(S(=O)(=O)N2CCCC(C)C2)c1 (centres undefined)
#27 COc1ccc(CCNC(=O)c2cnc3sc(N4CCCC4)nn3c2=O)cc1OC
#28 COc1ccc(C2NCCc3cc(OC)c(OC)cc32)cc1OC (centres undefined)
#29 COc1ccc(-n2c(/C=C/c3ccccc3F)nc3cc(OC)c(OC)cc3c2=O)cc1Cl
#30 CCOc1ccc(NC(=O)Cn2c3ncccc3c(=O)n2-c2ccc(CC)cc2)cc1

Compound | 25 | 26 | 27 | 28 | 29 | 30
TRb-SRC2 inh | 11% | -2% | 0% | -2% | -9% | 0%
TR SRC2 fluor cs | -2% | -2% | 0% | -1% | -1% | 2%
aGal spleen mod | -11% | 5% | / | 2% | / | /
Tau fluor counter | 5% | -4% | 12% | 6% | -4% | -23%
L3MBTL1 inh | 5% | 18% | / | -3% | / | /
ALDH1A1 block | 1% | -9% | / | -8% | / | /
Tau fibril FP | 0% | 4% | 6% | 4% | 3% | -6%
Tau ThT inhib | ? | -2% | 7% | -4% | 2% | -10%

#31 N#Cc1cc(N)ccc1-n1cccc1
#32 CCCCNC(=O)Cc1ccc(C)cc1
#33 COc1cccc(/C=N\NC(=O)C2C(=O)NCC2c2ccccc2)c1O (centres undefined)
#34 COc1ccc(OCC(=O)OCc2cc(=O)n3nc(C4CCCCC4)sc3n2)cc1
#35 COc1cccc(/C=C/c2nc(C#N)c(N3CCC(C(N)=O)CC3)o2)c1
#36 O=C(N/C(=C/c1ccco1)C(=O)N1CCCC1)c1cccs1

Compound | 31 | 32 | 33 | 34 | 35 | 36
TRb-SRC2 inh | 2% | 0% | -2% | 0% | -9% | -4%
TR SRC2 fluor cs | 5% | -4% | 3% | -2% | -4% | 0%
aGal spleen mod | 7% | 5% | 0% | / | / | 2%
Tau fluor counter | -6% | -14% | -1% | 0% | ? | 3%
L3MBTL1 inh | -13% | 2% | 13% | / | / | -3%
ALDH1A1 block | 3% | 2% | 16% | / | / | -10%
Tau fibril FP | 10% | 2% | 1% | -4% | 2% | -12%
Tau ThT inhib | -7% | -14% | -9% | -7% | ? | 4%

#37 CCOc1ccc(C2CC(c3cccc(OC)c3)Nc3nc(N)nn32)cc1 (centres undefined)
#38 O=C(c1ccc2c(c1)N(Cc1ccc(Cl)cc1)C(=O)c1ccccc1S2(=O)=O)N1CCN(Cc2ccccc2)CC1
#39 O=C(c1cccc(S(=O)(=O)N2CCCC2)c1)N1CCN(c2ccccc2F)CC1
#40 CCCSc1nc(O)c(C2OC(=O)c3c2ccc(OC)c3OC)c(=O)n1C (centres undefined)
#41 CN(C)NC(=O)C12CCC(C)(C(=O)O1)C2(C)C (centres undefined)
#42 CCC1=C(OC(=O)N(CC)CC)N2C(=O)OC(=NCc3ccccc3)[C@]2(C)[C@H]2C1=CC[C@H]1C(=O)N(CC(=O)OC)C(=O)[C@H]12

Compound | 37 | 38 | 39 | 40 | 41 | 42
TRb-SRC2 inh | 3% | -2% | -7% | -20% | 0% | -2%&7%
TR SRC2 fluor cs | 3% | 1% | -1% | 4% | -2% | -2%&-4%
aGal spleen mod | 7% | / | -3% | -2% | -2% | 0%&8%
Tau fluor counter | -9% | -21% | -1% | -13% | -2% | -6%&4%
L3MBTL1 inh | -6% | / | -1%[11.4 µM] | / | 16% | /
ALDH1A1 block | -1% | / | -2% | 5% | 4% | -2%
Tau fibril FP | 9% | -1% | 3% | -16% | 7% | 1%&-1%
Tau ThT inhib | -11% | -5% | -1% | ? | -4% | -4%&-2%

#43 CN(C)N=Nc1nc2c(c(=O)n(C)c(=O)n2C)n1C
#44 CC(C)CNC(=O)NC(=O)COc1ncnc2sccc12
#45 COc1ccccc1N(C(=O)CCl)c1cn(C(C)=O)c2ccccc12
#46 COc1ccc(C2Nc3ccccc3C(=O)N2O)cc1OC (centres undefined)
#47 NC(=O)c1nn(-c2ccc(Oc3ccccc3)cc2)c(=O)cc1O

Compound | 43 | 44 | 45 | 46 | 47
TRb-SRC2 inh | 0% | 6% | 0% | 0% | -7%
TR SRC2 fluor cs | -2% | 1% | -1% | -3% | 1%
aGal spleen mod | 0% | -4% | -8% | 8% | 9%
Tau fluor counter | -4% | -1% | -15% | -10% | -5%
L3MBTL1 inh | 4% | 3% | -3% | 1% | /
ALDH1A1 block | -6% | 10% | / | -2% | 2%
Tau fibril FP | -3% | 3% | -9% | 3% | 5%
Tau ThT inhib | -4% | -7% | -12% | -1% | -9%
